RGS8-Gao: regulators of human RGS8-Galphao interaction; AID 1423; response (percent of control binding), % at 10 µM; P09471; hit rate 0.34% among 220,000; multiplexed bead flow cytometry, RGS8-Galphao binding; actives lie on both sides; in the data active = response below about 60% or above about 140%; inactive = in between;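 note: Galphao activated as the GDP aluminium fluoride complex binding bead-coupled RGS8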
Target sequence (P09471 whole entry, looked up): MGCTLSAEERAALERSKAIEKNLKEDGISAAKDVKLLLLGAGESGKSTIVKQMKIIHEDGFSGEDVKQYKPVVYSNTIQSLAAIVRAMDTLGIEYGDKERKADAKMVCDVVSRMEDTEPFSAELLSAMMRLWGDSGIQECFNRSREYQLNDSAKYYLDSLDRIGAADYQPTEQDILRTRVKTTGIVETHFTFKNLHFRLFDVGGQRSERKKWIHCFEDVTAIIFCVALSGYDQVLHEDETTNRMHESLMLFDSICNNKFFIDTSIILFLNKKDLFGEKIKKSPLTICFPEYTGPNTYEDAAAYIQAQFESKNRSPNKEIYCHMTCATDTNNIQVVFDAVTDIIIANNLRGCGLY
Bim-Bcl-B: inhibitors of Bim-Bcl-B interaction, human; Q9HD36; bead-based flow cytometry, Bim peptide-Bcl-B binding; inhibition, % at 10 µM; hit rate 0.073% among 190,000; AID 951;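 note: 0% = tracer peptide without compound and 100% = reference inhibitor peptide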
Target sequence (Q9HD36 whole entry, looked up): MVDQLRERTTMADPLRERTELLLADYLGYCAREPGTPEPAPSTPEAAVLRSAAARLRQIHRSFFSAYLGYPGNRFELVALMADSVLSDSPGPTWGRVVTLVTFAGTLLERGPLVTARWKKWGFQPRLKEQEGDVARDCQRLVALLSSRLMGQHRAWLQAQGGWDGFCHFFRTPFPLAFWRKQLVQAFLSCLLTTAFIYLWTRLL
RGS7-Gao: modulates binding of RGS7 to human Galphao. AID 1439. hit rate 0.35% among 220,000. Multiplexed bead flow cytometry; actives lie on both sides. P09471. binding response (% of control), % at 10 µM; in the data active = binding response below about 49% or above about 150%; inconclusive = no clear call, values can overlap the other calls; inactive = in between;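 note: fluorescent Galphao held in activated GDP-AlF4 state binding bead-coupled RGS7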
Bim-Bcl-2: disrupts Bim peptide binding to human Bcl-2. P10415. Bead-based flow cytometry, Bim peptide-Bcl-2 binding. inhibition, % at 10 µM. hit rate 0.06% among 190,000; in the data active = inhibition above about 40%; inconclusive = no clear call, values can overlap the other calls;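 note: 0% = no compound wells with probe peptide and 100% = reference peptide inhibitor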
Mcl1 Bid PPI: disrupts binding of human Mcl-1 to Bid peptide; Q07820; TR-FRET Mcl-1/Bid-Dy647 peptide binding, 1536-well; inhibition, % at 21.7 µM; hit rate 0.97% among 220,000; AID 1021;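 active = compounds that cut the binding signal by more than half at the single screening dose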;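 note: His-tagged Mcl-1 with europium anti-His antibody binding Bid BH3 peptide; 0% = Mcl-1 plus peptide wells and 100% = peptide-only wells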
Target sequence (Q07820 whole entry, looked up): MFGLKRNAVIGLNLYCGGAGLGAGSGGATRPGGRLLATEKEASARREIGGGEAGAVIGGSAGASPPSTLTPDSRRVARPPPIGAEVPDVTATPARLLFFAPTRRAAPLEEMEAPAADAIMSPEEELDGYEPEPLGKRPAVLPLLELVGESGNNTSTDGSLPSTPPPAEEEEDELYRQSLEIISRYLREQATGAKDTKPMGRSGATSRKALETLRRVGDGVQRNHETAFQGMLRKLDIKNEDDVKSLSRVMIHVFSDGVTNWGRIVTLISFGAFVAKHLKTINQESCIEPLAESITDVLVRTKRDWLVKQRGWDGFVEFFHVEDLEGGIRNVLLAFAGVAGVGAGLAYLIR
RGS4-Gao reg: human RGS4-Galphao interaction regulation | binding response (% of control), % at 10 µM | Multiplexed bead flow cytometry, RGS4-Galphao binding; actives lie on both sides | hit rate 0.33% among 220,000 | P09471; in the data active = binding response below about 49% or above about 150%; inactive = in between;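 note: fluorescent Galphao activated with aluminum fluoride binding bead-coupled RGS4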
GSH bead fluor: compound fluoresces at 488/530 nm on GSH beads | hit rate 0.25% among 190,000 | AID 1776 | fluorescence (KMESF) at 10 µM | GSH beads flow cytometry, compound fluorescence 488/530 nm; hits give high values; in the data active = fluorescence above about 89;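 note: glutathione beads carrying GST-tagged Bcl family fusion proteins plus one bare bead set; values are compound well signal with DMSO vehicle wells as background; inactives centre near 16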
Bfl-1 Bim block: disrupts Bim binding to human Bfl-1. Bead-based flow cytometry, Bim-Bfl-1 binding inhibition. hit rate 0.12% among 190,000. inhibition, % at 10 µM. Q16548;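 note: 0% = wells without compound plus tracer and 100% = blocker peptide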
Bcl-W Bim block: human Bim-Bcl-W interaction inhibition | Q92843 | bead-based flow cytometry, Bim peptide-Bcl-W binding | inhibition, % at 10 µM | hit rate 0.02% among 190,000;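 note: 0% = bound tracer without compound and 100% = peptide blocker; higher means less fluorescent Bim peptide bound to Bcl-W beads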
Mcl-1 Bim block: disrupts Bim peptide binding to human Mcl-1; Q07820; Bead-based flow cytometry, Bim peptide-Mcl-1 binding; inhibition, % at 10 µM; hit rate 0.1% among 190,000;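 note: 0% = no compound tracer wells and 100% = peptide blocker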
Bim-Bcl-XL: inhibitors of Bim-Bcl-XL interaction, human; Q07817; Bim peptide-Bcl-XL binding, bead flow cytometry, fluorescence; inhibition, % at 10 µM; hit rate 0.04% among 190,000; AID 1007
* hit, by the source's call; ? = inconclusive; . = no result given. Cut-off read from the data, not from the text of the source, unless noted: active = inhibition above about 40%.

SMILES	RGS8-Gao	Bim-Bcl-B	RGS7-Gao	Bim-Bcl-2	Mcl1 Bid PPI	RGS4-Gao reg	GSH bead fluor	Bfl-1 Bim block	Bcl-W Bim block	Mcl-1 Bim block	Bim-Bcl-XL
Cc1onc(-c2ccccc2Cl)c1C(=O)Nc1nnc(-c2ccc(F)cc2)s1	104	-5	100	-6	-1	98	19	-13	2	0	-3
Cc1cccc(OCC(=O)N/N=C\c2cc3c(cc2[N+](=O)[O-])OCO3)c1C	99	-6	97	-9	-12	101	42	-14	4	-2	-9
O=C(CCNc1ccc(Cl)c(C(F)(F)F)c1)c1ccco1	94	-11	102	-8	5	84	12	-18	-4	-3	-8
C#CCSc1nsc(SCC#C)c1C#N	94	-3	94	-3	-21	97	6	-1	-2	-2	-2
O=C(CCC(=O)N1CCN(S(=O)(=O)c2ccc3ccccc3c2)CC1)Nc1cc(Cl)cc(Cl)c1	100	-1	101	0	-21	98	17	-1	0	-3	-4
Cc1cc(C(=O)COc2ccccc2C(N)=O)c(C)n1CC1CCCO1 (stereo not drawn)	100	-1	105	-2	-38	98	23	-2	0	-5	2
CCCCNC1C(CC)C(CCC)C(C#N)(C#N)C1(C#N)C#N (stereo not drawn)	106	-11	102	-7	-30	106	23	-7	0	1	-3
COC(=O)c1ccc(C(NC(=O)OCc2ccccc2)/C(C)=C/[C@@H](C)C(=O)NCc2ccc(OC)c(OC)c2)cc1 (stereo partly drawn)	103	-7	101	-3	2	103	16	0	-2	-5	0
O=S(=O)(Nc1cccc(CCc2ccccn2)c1)c1ccc2ccccc2c1	102	-4	101	-6	4	100	33	-4	-7	-6	-13
CCOC(=O)c1sc2nc(CC(=O)OC)nc(NCC(=O)OC)c2c1C	102	-3	101	-1	7	100	13	0	0	-3	0
Cc1nn(-c2ccccc2)c(C)c1/C=N/NC(=O)c1cc(-c2cccs2)[nH]n1	103	-2	104	-2	3	105	4	-3	0	-1	-1
COc1ccc(CN(C)CC(=O)NC(C)c2ccccc2)cc1OC (stereo not drawn)	103	-1	93	-2	-3	101	12	-3	-1	0	-1
CO[C@@]1(NC(=O)Cc2cccs2)C(=O)N2C(C(=O)O)=C(COC(N)=O)CS[C@@H]21	105	-5	96	0	-87	100	18	3	-2	-1	-4
Cc1ccc(-c2csc(NC(=O)/C=C/c3cccs3)n2)cc1C	102	-6	102	-6	5	104	19	-8	-1	-3	-5
NS(=O)(=O)c1ccc(CNC(=O)/C=C/c2ccccc2)cc1	106	-3	105	0	-29	104	22	-14	-1	-1	-4
O=C1NC(c2ccccc2)=C(c2nc3ccccc3s2)C(c2ccc(F)cc2)N1 (stereo not drawn)	110	-3	106	-6	-17	102	14	0	-1	-2	-11
CSCCC(NC(=O)C12CC3CC(CC(C3)C1)C2)C(=O)OCC(=O)c1ccc(Cl)cc1 (stereo not drawn)	102	-11	100	-11	-4	103	19	-16	-1	-2	-7
COc1ccc(S(=O)(=O)N(C)C2CCN(C)CC2)cc1	102	-5	100	-10	0	102	22	-10	1	0	-4
O=C(O)c1ccc2c(c1)N(Cc1ccc(F)cc1)C(=O)c1ccccc1S2	106	-8	105	-4	-2	107	17	-4	-5	-4	-4
Cc1ccc(S(=O)(=O)N(C)CCCC(=O)N2CCOCC2)cc1	100	0	102	0	-37	100	13	0	0	0	1
CC1(C)CC(=O)C(C=Nc2ccc(Cl)cn2)=C(O)C1	101	-2	99	-2	-14	103	10	-5	0	0	-2
NC(=NC(=O)c1ccccc1)N1N=CCC1c1ccccc1 (stereo not drawn)	97	-5	?	-4	-18	98	18	-6	-1	-1	-3
Cc1ccc(NC(=O)CSc2nnc(-c3ccncc3)n2C)cc1S(=O)(=O)N1CCOCC1	100	-1	98	-2	-8	99	13	-3	0	1	0
CCCCN1C(=O)c2ccc(C(=O)Nc3cccnc3)cc2C1=O	88	2	98	-3	8	98	16	1	0	0	-1
Cn1cccc1CC(=O)NNC(=O)Nc1cccc(Cl)c1	101	-7	102	-1	-21	101	10	-18	-2	-2	-5

2 compounds picked at random from the list so far, as already listed:
SMILES	RGS8-Gao	Bim-Bcl-B	RGS7-Gao	Bim-Bcl-2	Mcl1 Bid PPI	RGS4-Gao reg	GSH bead fluor	Bfl-1 Bim block	Bcl-W Bim block	Mcl-1 Bim block	Bim-Bcl-XL
Cc1ccc(-c2csc(NC(=O)/C=C/c3cccs3)n2)cc1C	102	-6	102	-6	5	104	19	-8	-1	-3	-5
O=S(=O)(Nc1cccc(CCc2ccccn2)c1)c1ccc2ccccc2c1	102	-4	101	-6	4	100	33	-4	-7	-6	-13

Continued:
SMILES	RGS8-Gao	Bim-Bcl-B	RGS7-Gao	Bim-Bcl-2	Mcl1 Bid PPI	RGS4-Gao reg	GSH bead fluor	Bfl-1 Bim block	Bcl-W Bim block	Mcl-1 Bim block	Bim-Bcl-XL
CCOc1ccc(NC(=O)C(NC(=O)C2CCC(C)CC2)C(C)C)cc1 (stereo not drawn)	100	-1	97	-2	-23	100	20	-4	2	1	0
Clc1cccc(Cl)c1Cn1c(-c2cccnc2Cl)nc2ccccc21	102	2	97	0	-11	102	17	0	-2	-4	0
CCCCN(CCCNC(=O)C1CCCN(S(=O)(=O)CC)C1)Cc1ccccc1 (stereo not drawn)	98	-3	93	0	-13	96	27	-2	-2	-2	0
O=C(Nc1ccc(F)cc1)N1CCN2C(=O)c3ccccc3C12c1ccccc1 (stereo not drawn)	96	-25	103	-18	-26	100	50	-12	5	-66	1
O=C(CCN1C(=O)C2C3C=CC(C3)C2C1=O)NCCN1CCCc2ccccc21 (stereo not drawn)	101	-4	102	0	-71	102	28	0	-5	-2	-1
Cc1cc(C)cc(OCC(O)CN2C(=O)NC(C)(C)C2=O)c1 (stereo not drawn)	100	-3	97	-10	16	103	17	-13	-1	0	-5
Cc1ccc(S(=O)(=O)c2c(C)nn(C(C)(C)C)c2OC(=O)C(C)(C)C)cc1	102	-6	105	-3	3	103	17	-10	1	2	0
COc1cc(C2C(C(=O)c3ccc(C)o3)=C(O)C(=O)N2CCc2ccccc2)ccc1O (stereo not drawn)	101	-3	96	-4	-17	99	23	-10	1	-2	-2
CC(=O)NC(=S)Nc1sc2c(c1C(N)=O)CCC(C)C2 (stereo not drawn)	108	-4	106	-1	-44	103	25	-4	1	2	-1
COc1ccc(/C=N/NC(=O)c2cccc(NC(=O)c3ccccc3Cl)c2)c(OC)c1	108	1	114	0	-34	110	11	5	0	-5	0
Cn1c(=O)c2c(nc(SCCN3CCOCC3)n2Cc2ccccc2Cl)n(C)c1=O	101	-10	103	-5	-9	101	16	-8	-8	-3	-12
Brc1ccc2c(c1)C(c1cccnc1)=NNC(c1cccs1)=N2	100	-4	98	-2	-6	96	10	-5	-2	-4	-7
COc1ccc(-c2cc(C(F)(F)F)nc(N3CCN(C)CC3)n2)cc1OC	100	-5	102	0	-6	104	21	-5	0	-1	3
CNC(=O)c1sccc1SCc1ccc(Cl)cc1Cl	111	-2	103	-5	-4	105	10	0	0	0	-1
CCOC(=O)N1CCN(C(=O)Cn2ncc3ccccc32)CC1	93	3	97	0	-15	100	27	-1	-1	0	0
O=c1[nH]c2cnccc2n1-c1ccccc1	98	-6	99	-7	-3	98	33	-10	4	8	-10
CCOC(=O)c1c(NC(=O)C2C3C=CC(C3)C2C(=O)O)sc2c1CCC(CC)C2 (stereo not drawn)	99	17	97	-2	-21	102	17	3	7	3	6
CCc1nnc(NC(=O)C2CCC2)s1	99	-10	100	-10	16	99	31	-19	-2	-3	-4
CCCNC(=O)c1ccc(CN2CCOCC2)cc1	104	-1	101	1	-31	101	13	-3	-3	1	-1
COc1cc(NS(=O)(=O)c2ccc(N/C=C(\C#N)c3nc4ccccc4o3)cc2)nc(OC)n1	98	3	99	1	9	94	15	0	2	1	1
COc1ccc(C(=O)CSc2nnc(-c3ccoc3C)n2CC2CCCO2)cc1 (stereo not drawn)	99	-10	100	-12	-11	101	37	-12	-1	-5	-6
Cc1ccc(NC(=O)CCC(=O)OCC(=O)c2ccc(Oc3ccc([N+](=O)[O-])cc3)cc2)c(C)c1	99	-5	96	0	-15	99	16	-2	-2	-3	-3
NS(=O)(=O)c1ccc(CCNC2CC(=O)N(CCc3ccccc3)C2=O)cc1 (stereo not drawn)	98	-4	97	-4	-7	95	23	-8	1	-1	-3
Cc1ccc(-c2nc(-c3cccnc3)sc2CC(=O)Nc2ccc3nc(C)sc3c2)cc1	101	-2	99	-5	-32	98	8	0	1	-4	-2
O=[N+]([O-])c1cccc2cn[nH]c12	.	1	.	4	-4	.	18	2	0	0	-3
COc1cc(-c2cn(S(=O)(=O)c3cccc4nsnc34)nc2N)cc(OC)c1OC	102	-3	102	-3	-5	104	17	-3	-2	-3	-3
C/C(=N\NC(=O)c1cccc(F)c1)c1cccc(NC(=O)c2ccc(F)cc2)c1	102	-3	106	-2	-1	104	11	-7	-2	0	-2
CC(C)Cn1cc(C(=O)NCC2CCCO2)c2c3ccccc3n(C)c2c1=O (stereo not drawn)	98	0	100	-5	-8	102	9	-1	0	-3	0
CC(C)NC(=O)CSc1nc2[nH]ncc2c(=O)[nH]1	104	-5	106	-2	-23	104	7	-8	-3	2	-3

In the list so far, eight have a thiophene ring, fused or not:
SMILES	RGS8-Gao	Bim-Bcl-B	RGS7-Gao	Bim-Bcl-2	Mcl1 Bid PPI	RGS4-Gao reg	GSH bead fluor	Bfl-1 Bim block	Bcl-W Bim block	Mcl-1 Bim block	Bim-Bcl-XL
CCOC(=O)c1sc2nc(CC(=O)OC)nc(NCC(=O)OC)c2c1C	102	-3	101	-1	7	100	13	0	0	-3	0
Cc1nn(-c2ccccc2)c(C)c1/C=N/NC(=O)c1cc(-c2cccs2)[nH]n1	103	-2	104	-2	3	105	4	-3	0	-1	-1
CO[C@@]1(NC(=O)Cc2cccs2)C(=O)N2C(C(=O)O)=C(COC(N)=O)CS[C@@H]21	105	-5	96	0	-87	100	18	3	-2	-1	-4
Cc1ccc(-c2csc(NC(=O)/C=C/c3cccs3)n2)cc1C	102	-6	102	-6	5	104	19	-8	-1	-3	-5
CC(=O)NC(=S)Nc1sc2c(c1C(N)=O)CCC(C)C2 (stereo not drawn)	108	-4	106	-1	-44	103	25	-4	1	2	-1
Brc1ccc2c(c1)C(c1cccnc1)=NNC(c1cccs1)=N2	100	-4	98	-2	-6	96	10	-5	-2	-4	-7
CNC(=O)c1sccc1SCc1ccc(Cl)cc1Cl	111	-2	103	-5	-4	105	10	0	0	0	-1
CCOC(=O)c1c(NC(=O)C2C3C=CC(C3)C2C(=O)O)sc2c1CCC(CC)C2 (stereo not drawn)	99	17	97	-2	-21	102	17	3	7	3	6

Bioassay records from PubChem BioAssay.
